# Source: PubChem BioAssay
# KOR beta-arrestin-1: KOR antagonists, beta-arrestin recruitment, cell-based, luminescence, uHTS (AID 1778); Kappa-type opioid receptor (Homo sapiens); KOR beta-arrestin recruitment, luminescence, antagonist mode; higher % means a stronger effect; one-dose inhibition, % at 10 µM; IC50 in µM for titrated hits; actives 0.091% (n = 290,000); in the data active = inhibition above about 50%; note: strong numbers were not always called active
# HIV peptide binding: inhibitors of HIV fusion peptide binding, primary screen, biochemical, uHTS, fluorescence dequenching (AID 1986). actives 0.3% (n = 290,000). one-dose inhibition, % at 20 µM; IC50 in µM for titrated hits. cell-free peptide binding, fluorescence dequenching, 30 min; higher % means a stronger effect; in the data active = inhibition mostly above about 52%, no sharp cut-off; inactive = mostly below about 76%; note: some results filed as inactive read as strong as hits
# GPR35 arrestin U2OS: GPR35 antagonists blocking zaprinast-driven arrestin recruitment, primary screen, imaging, U2OS, beta-arrestin-GFP, zaprinast agonist (AID 2058); G-protein coupled receptor 35 (Homo sapiens); U2OS GPR35 beta-arrestin-GFP translocation imaging, zaprinast antagonism; higher % means a stronger effect; inhibition, % at 10 µM; hits with a dose series show IC50 in µM; actives 0.052% (n = 290,000);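 active = inhibition of at least 50% with at least 30 cells and total cytoplasm GFP at most 10,000,000; inconclusive = under 30 cells or total GFP of 10,000,000 plus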
# NOD1 NF-kB reporter: NOD1 signaling inhibitors, primary screen, cell-based, luminescence, uHTS (AID 1578). NOD1-driven NF-kB luciferase reporter cells, luminescence; higher % means a stronger effect. inhibition, % at 4 µM, or EC50 in µM where a hit was titrated. actives 1% (n = 290,000); in the data active = inhibition mostly above about 36%, no sharp cut-off; inactive = mostly below about 34%;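 note: HEK-293T reporter cells stimulated with the NOD1 agonist gamma-tri-DAP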
# West Nile virus CPE: West Nile virus antiviral activity, cell-based, CPE readout (AID 1621) | West Nile virus-infected cells, CPE inhibition; higher % means a stronger effect | CPE inhibition, % at 10 µM, or IC50 in µM where a hit was titrated | actives 0.02% (n = 290,000); in the data active = a potency from the dose series; inconclusive = CPE inhibition mostly from about 3.7% at the one dose, without a potency; inactive = the rest, 99 in 100 with CPE inhibition below about 2.2%; note: strong numbers were not always called active
# KOR beta-arrestin-2: KOR agonists, beta-arrestin recruitment, primary screen, cell-based, luminescence, uHTS (AID 1777) | Kappa-type opioid receptor (Homo sapiens) | KOR beta-arrestin recruitment, luminescence; higher % means a stronger effect | one-dose activation, % at 10 µM; EC50 in µM for titrated hits | actives 0.02% (n = 280,000); in the data active = activation above about 50%, passing the limit was not always enough; note: a part of the inactive calls stands beside numbers as strong as those of hits
# GPR55 activation: GPR55 agonists via beta-arrestin recruitment, primary screen, imaging, U2OS cells, beta-arrestin-GFP redistribution (AID 1961). one-dose activation, % at 10 µM; EC50 in µM for titrated hits. actives 0.048% (n = 290,000). G-protein coupled receptor 55 (Homo sapiens). U2OS GPR55 beta-arrestin-GFP redistribution imaging; higher % means a stronger effect;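 active = activation above 40% with more than 50 cells counted in the well; inconclusive = wells holding fewer than 50 cells, flagged as toxic or sparse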;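 note: U2OS osteosarcoma cells stably expressing GPR55 and beta-arrestin-GFP; plate controls were DMSO negative control for no effect and LPI positive control for full effect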
# NS5 inhibitors: Dengue-2 NS5 methyltransferase inhibitors, primary screen, biochemical, confirmation dose response (AID 588689); Genome polyprotein (Dengue virus type 2 (strain 16681-PDK53)); Dengue-2 NS5 methyltransferase capping enzyme assay, biochemical; higher % means a stronger effect; inhibition, % at 25 µM; hits with a dose series show IC50 in µM; actives 0.3% (n = 340,000); in the data active = a potency from the dose series; inconclusive = inhibition above about 29% without an active follow-up result
# GPR55 LPI antagonism: GPR55 antagonists blocking LPI-driven arrestin recruitment, primary screen, imaging, U2OS, beta-arrestin-GFP, LPI agonist (AID 2013); U2OS GPR55 beta-arrestin-GFP translocation imaging, LPI antagonism; higher % means a stronger effect; actives 0.13% (n = 290,000); inhibition, % at 10 µM; hits with a dose series show IC50 in µM;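 active = spots per cell inhibited over 60%, with over 100 cells counted and total cytoplasm intensity under 500,000; inconclusive = wells with under 100 cells, flagged as likely toxic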;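 note: U2OS cells stably carrying GPR55 and arrestin-GFP stimulated by 5 µM LPI near EC80; imaged beta-arrestin-GFP aggregate spots per cell after agonist stimulation; plate controls were LPI-stimulated DMSO wells for no effect and DMSO wells without LPI for full effect; some results filed as inactive read as strong as hits; confirmed hits need IC50 under 10 µM and bright autofluorescent wells are also inconclusive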
# NS5 inhibitors pilot replicate: also measured in NS5 inhibitors; calls as there; inhibition, %; measured here: pilot screen replicate inhibition
# * = called active by the depositor; ? = inconclusive; . = no result given; & = joins results of further samples; [ ] = remark or other dose. The list is partial. The share of hits here may be higher or lower than overall.
SMILES,KOR beta-arrestin-1,HIV peptide binding,GPR35 arrestin U2OS,NOD1 NF-kB reporter,West Nile virus CPE,KOR beta-arrestin-2,GPR55 activation,NS5 inhibitors,GPR55 LPI antagonism,others
CCOc1ccc(S(=O)(=O)N2CCCC(C(=O)NCc3ccncc3)C2)cc1C (centres undefined),-22%,-0.9%,10%,14%,-1.4%,-1.7%,0.7%,-6%,-9%,
CCOc1ccccc1NC(=O)C1C2CCC(O2)C1C(=O)O (centres undefined),-33%[20 µM],2.8%,-3%,12%,-0.7%,6.9%,0.3%,-9%,6%,
COc1ccccc1N/C=C1/Sc2cc(Cl)ccc2NC1=O,-288%,-0.2%,-3%,-51%,1.1%,10%,-0.1%,.,-2%,
CC(C)CC(=O)NCCCN1CCN(CCCNC(=O)CC(C)C)CC1,13%,-1.8%,-16%,-14%,-0.4%,-3.2%,-0.4%,-5%,12%,
O=C(N/N=C/c1cccs1)c1cc(-c2ccncc2)nc2ccccc12,-161%,-2.9%,1%,5%,-0.6%,1.4%,-0.3%,-3%,-9%,
COC(=O)COc1ccc2c(c1C)O/C(=C\c1ccco1)C2=O,2%,1.7%,-9%,4%,-0.6%,-13%,-0.2%,8%,-17%,
Cc1ccc(-c2cc(C)nc3nc(N)nn23)cc1,10%,-1.1%,2%,-22%,0.1%,-4.5%,-0.1%,8%,21%,
Cc1ccc(-c2nnc(NCc3ccccc3)c3ccccc23)cc1,-3%,-1.2%,1%,-4%,-0.4%,1.9%,-0.1%,1%,0%,
CCN(CC)c1ccc(NC(=O)CCc2nnc3ccc(N4CCCCC4)nn23)c(C)c1,-12%[20 µM],-2.3%,-10%,-11%,-1.0%,-5.0%,0.5%,1%,-2%,
CN(CC(=O)NCCc1ccc(Cl)cc1)S(=O)(=O)c1ccc2c(c1)c(=O)n(C)c(=O)n2C,-7%,1.3%,-2%,-2%,-0.6%,-3.7%,-0.1%,-6%,4%,
CC(=O)c1ccc(NC(=O)C(Cc2ccccc2)n2cccc2)cc1 (centres undefined),4%,0.0%,-7%,1%,0.3%,3.2%,-0.1%,-6%,-4%,
CC(C)COc1ccc(C(=O)NC(=S)Nc2ccc(CN3CCOCC3)cc2)cc1,25%,-1.8%,-18%,-8%,-0.8%,0.2%,0.0%,-2%,11%,
CC(C)CC(=O)Nc1ccc(Cc2ccncc2)cc1,-29%,2.2%,-5%,4%,-0.5%,3.4%,0.2%,.,-5%,
O=C(c1ccccc1)C1C(=O)c2ccccc2C1=O,6%,-1.9%,2%,-18%,1.3%,-2.6%,-0.1%,-2%,29%,
CCn1cc(C(=O)NCc2ccco2)c(=O)c2cc(F)c(N3CCN(C(=O)c4ccco4)CC3)cc21,-9%,6.2%,-5%,-5%,0.8%,-5.0%,-0.2%,-8%,4%,
S=c1[nH]nc(C2CC2)n1Cc1ccccc1,-7%,-1.7%,-5%,13%,1.6%,-3.6%,-0.3%,-9%,17%,
CCN(CC)S(=O)(=O)c1ccc(NC(=O)CN(c2cccc(C)c2)S(C)(=O)=O)cc1,4%,1.1%,11%,-14%,-0.2%,-16%,0.1%,-4%,2%,
COc1ccc(NC(=O)C2CCC(CNc3c(N4CCC(C)CC4)c(=O)c3=O)CC2)cc1OC (centres undefined),20%,0.1%,-5%,5%,0.1%,-5.5%,-0.2%,9%&-6%,21%,
c1ccc(SCCCCN2CCOCC2)cc1,1%,0.7%,17%,4%,-0.3%,6.1%,-0.1%,7%,2%,
Cc1cc(C)nc(SCCCNCc2ccccc2)n1,0%,-1.8%,2%,2%,-0.7%,1.9%,-0.2%,-5%,3%,NS5 inhibitors pilot replicate=4.3
CCOC(=O)C1(Cc2ccc(OC)cc2)CCN(C(=O)c2cc(C)on2)CC1,-24%,-0.4%,-7%,-18%,-0.2%,-0.3%,-0.2%,-5%,-11%,
COc1ccc(C2NCCn3cccc32)cc1 (centres undefined),-10%,3.5%,-2%,112%*,0.4%,-2.6%,1.1%,-1%,7%,
O=c1c2ccccc2cnn1Cc1n[nH]c(=S)n1-c1ccc(F)cc1,3%,-1.2%,6%,-21%,-0.5%,-6.9%,0.1%,1%,1%,
Cc1ccc(C)c(N2CCN(C(=S)Nc3ccc4nc(N5CCOCC5)cc(C)c4c3)CC2)c1,-10%,-6.1%,-8%,.,-0.6%,-2.8%,0.0%,4%,7%,
Cc1ccc(C(=O)CC(=O)c2ccccc2)cc1,-30%[20 µM],-2.7%,-2%,-43%,0.8%,.,-0.2%,0%,5%,
O=C(O)Cn1nnn(-c2ccccc2)c1=S,29%,1.5%,-4%,-17%,-0.3%,-1.3%,-0.1%,-1%,-5%,
CCCCn1c(=O)[nH]c(=O)c2c1nc(-c1ccc(-c3ccccc3Br)o1)n2CCOC,-40%,-0.2%,14%,-76%,0.4%,2.1%,-0.1%,1%,76%,
COc1ccc(NC(C)=O)cc1NC(=O)CSc1nnc(-c2ccccc2)n1N,-19%,1.7%,3%,-24%,.,7.0%,-0.1%,-1%,-1%,
Cc1cccc(-n2c(O)c(C=Nc3ccccc3O)c3ccccc3c2=O)n1,20%,-4.0%,4%,-11%,0.3%,2.3%,0.5%,-4%,-3%,
Cc1cc(N2C(=O)C(=O)/C(=C(/O)c3ccc(F)cc3)C2c2cccc(Br)c2)no1 (centres undefined),-14%,-3.6%,-4%,-27%,-0.1%,5.3%,-0.1%,2%,-5%,
COc1ccc(CN2CCN(C(=O)c3ccc(-c4ccccc4)cc3)CC2)c(OC)c1OC,-14%,2.4%,-14%,-9%,-1.0%,2.4%,-0.3%,-12%,13%,
CCOC(=O)CNC(=S)N(CCCN1CCCCC1)Cc1cccs1,-18%,0.3%,-2%,-32%,-0.4%,6.1%,1.3%,5%,13%,
C=CCn1c(SCC(=O)c2c(N)n(C)c(=O)n(C)c2=O)nc2sc(C)c(C)c2c1=O,1%,-3.1%,27%,.,0.5%,-1.1%,0.6%,-2%,4%,
Cc1oc2c(c(C)cc3oc(=O)c(CC(=O)N[C@H](C(=O)O)C(C)C)c(C)c32)c1C,-8%,2.3%,11%,-2%,-0.5%,-2.0%,0.3%,2%,6%,
CCc1cc(/C(Cc2cscn2)=N\O)c(O)cc1O,-13%,-3.2%,5%,20%,0.0%,-2.6%,-0.2%,2%,-7%,
O=C(N/N=C/c1c[nH]c2ccccc12)C1CC(=O)N(c2ccccc2)C1 (centres undefined),3%[20 µM],0.2%,2%,-17%,-0.4%,-5.0%,-0.1%,.,-3%,
CC(NC(=O)c1cc(-c2ccncc2)nc2ccc(Br)cc12)C1CCCO1 (centres undefined),-17%,-0.4%,1%,-18%,0.4%,8.8%,0.3%,-9%,6%,
Cc1cc(C)c(C(=O)NC2CC(C)(C)Cc3c2cnn3-c2cccc(F)c2)[nH]1 (centres undefined),16%,0.7%,-1%,-14%,-1.5%,2.6%,0.0%,-3%,-8%,
COc1cc(OC)c(C(=O)Nc2ccccc2-c2ccccc2)cc1OC,-3%,5.9%,14%,-3%,-0.5%,-2.0%,0.4%,-5%,11%,
CCOC(=O)c1cc(-c2ccccc2)sc1NC(=S)Nc1cc(C)ccn1,-17%,35%,13%,-27%,.,0.1%,1.2%,?,17%,
C=CCN(C(=O)c1csnn1)C(C(=O)NC1CCCC1)c1ccccc1F (centres undefined),-23%,-0.5%,2%,-30%,-0.7%,-1.0%,0.0%,6%,-12%,
COc1ccc(S(C)(=O)=O)cc1S(C)(=O)=O,30%,-0.5%,7%,-7%,.,-0.9%,-0.4%,-7%,-2%,
Cn1ncc(Cl)c1C(=O)NC(=S)Nc1sc2c(c1C#N)CCCCC2,-11%,7.5%,23%,-15%,1.2%,-3.7%,0.3%,-3%,-6%,
CCN(CC)c1ncnc2sc(C(=O)N3CCN(c4ccc(OC)cc4)CC3)c(C)c12,-3%,1.0%,12%,.,0.0%,0.4%,0.6%,5%,3%,
CSc1nnc(-c2sc3cc(C(F)(F)F)cnc3c2-c2cccnc2)n1C,8%,0.3%,6%,-12%,-0.3%,-1.3%,-0.1%,-1%,-3%,
CCOC(=O)C(C)Oc1c(Br)cc(C2NC(=O)NC(C)=C2C(C)=O)cc1OCC (centres undefined),0%,-2.7%,-9%,19%,-0.6%,3.9%,-0.1%,0%,12%,
O=C(CN1CCCCCC1)Nc1cccc(NC(=O)CN2CCCCCC2)c1,-12%[20 µM],1.6%,-8%,-32%,0.1%,4.6%,0.6%,0%,8%,
O=c1ccc(=O)n(-c2ccccc2)[nH]1,1%,1.1%,18%,6%,0.1%,1.2%,-0.3%,-2%,-1%,
O=C(CN(C(=O)CNC(=O)c1ccco1)c1ccc(Cl)c(Cl)c1)NC1CCCCC1,17%,-1.6%,6%,.,-1.1%,-0.1%,0.3%,9%,-4%,
O=c1cc(-c2ccccc2Cl)oc2c(NS(=O)(=O)c3cccs3)ccc(O)c12,-13%,0.4%,-15%,11%,-0.3%,-2.3%,0.0%,-4%,17%,
Cc1cccn2cc(-c3c[nH]c4ccccc34)nc12,4%,-2.2%,0%,-68%,0.0%,2.1%,0.2%,2%,0%,
C=CCc1cccc(CNc2nc3ccccc3n2C(C)C)c1O,-31%,1.5%,4%,14%,.,5.7%,-0.2%,-3%,2%,
CCCCN(C)C(=O)C1CCCN(S(=O)(=O)c2ccc3c(c2)oc(=O)n3C)C1 (centres undefined),-8%[20 µM],-0.2%,-3%,5%,-0.7%,-2.1%,0.0%,2%,8%,
Cc1oc(C(=O)O)cc1COc1ccccc1Cl,-7%,2.0%,22%,-6%,0.0%,12%,-0.1%,10%,-17%,
O=C(Nc1ccc(F)cc1F)N1CCC(c2nc3ccccc3o2)CC1,-9%,-1.4%,9%,-26%,-1.1%,-6.7%,0.5%,1%,8%,
Cc1csc(SCC(=O)NC(=O)NC(C)(C)C)n1,9%,3.2%,0%,-14%,-0.1%,-3.1%,0.1%,-7%,-1%,
